High-throughput results from PubChem.
KCNH2 3.1 block: KCNH2 3.1 (human) potassium channel inhibition; 340,000 compounds, 0.95% hits; AID 720553; activity change, % (tested at about 1.8 µM); U2OS KCNH2 3.1, thallium flux FluxOr; hits give low values;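 active = maximum activity change below -70%; inconclusive = maximum activity change from -70% to -50%; inactive = maximum activity change above -50%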;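 note: thallium influx rate constant from kinetic fluorescence after stimulation buffer; % is set by controls: 0 for no effect and ±100 for the full control effect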
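Virally transduced U2OS (3.1 isoform, 4 h infection in dark at RT) → overnight 37 C → FluxOr + Red40 in HBSS/HEPES, 45 min → stimulation buffer, 2 min kinetic read → rate constant vs DMSO controls.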
NPC1 prom act: activators of NPC1 promoter; Huh7 NPC1 promoter luciferase reporter, 24 h; Potency, µM (highest dose often 9.22 µM), without a hit: top-dose activation, usual class: activators; 320,000 compounds, 2.4% hits; AID 485313;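 note: potency is the fitted concentration of half-maximal effect; % of control where 0% means no effect; nearly all actives have a fitted effect of over 60% in size; reporter is driven by a mutant NPC1 promoter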
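Luciferase expression driven by the NPC1 promoter was measured in stably transfected Huh7 cells after a 24 h compound incubation, using a luciferase reagent and a luminescence read.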
FBPA coupling cs: counter-screen for Giardia aldolase inhibitors: coupling enzyme system; coupling enzyme system counterscreen, AmpLite Red fluorescence; activity change, negative = inhibition, % at 58.2 µM, hits read low; 290,000 compounds, 0.67% hits; in the data active = activity change below about -30%; note: % is set by controls: 0 for no effect and ±100 for the full control effect
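Counterscreen of the coupled detection system alone, without aldolase: glyceraldehyde-3-phosphate coupling enzymes plus AmpLite Red readout. Compounds at 57.5 uM final, 10 min RT preincubation, 20 min RT reaction, fluorescence 525/598 nm.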
Rab9 prom act: activators of Rab9 promoter; Potency, µM (titrated, usually from 9.22 µM), for inactives: top-dose activation, negative = inhibition, actives largely listed as activators; 320,000 compounds, 2.8% hits; Huh7 Rab9 promoter-luciferase reporter, luminescence, 24 h; note: potency is the fitted concentration of half-maximal effect; % of control where 0% means no effect; nearly all actives have a fitted effect of over 60% in size
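Luciferase signal after 10 min detection reagent at ambient indicates Rab9 promoter upregulation; stably transfected Huh7 cells were treated 24 h with compound in DMSO at 37 °C, 5% CO2.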
ELG1 genotox: inducers of genotoxicity in HEK293T ELG1-luciferase cells. HEK293T ELG1-luciferase reporter, luminescence, 16 h. Potency, µM (doses to about 46 µM), for inactives: top-dose activity change, positive = activation, hits mostly activators. 330,000 compounds, 1.3% hits. AID 504466; note: potency is the fitted concentration of half-maximal effect; % of control where 0% means no effect; nearly all actives have a fitted effect of over 60% in size
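HEK293T cells expressing luciferase-tagged ELG1 were treated with compound or DMSO for 16 hr at 37°C. Luciferase activity was then read after 30 min with ONE-Glo at room temperature; rising signal flags genetic stress.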
RORgamma inh: ROR gamma (mouse) transcription inhibition; 310,000 compounds, 5.4% hits; AID 2551; Drosophila S2 Gal4-RORgamma UAS-luciferase reporter, 20 h; Potency, µM (titrated, usually from 53.6 µM), without a hit: top-dose activity change, negative = inhibition, actives largely listed as inhibitors; P51450; note: potency is the fitted concentration of half-maximal effect; % is set by controls: 0 for no effect and ±100 for the full control effect; nearly all actives have a fitted effect of over 60% in size
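Stably transfected Drosophila Schneider cells are the test system, with ROR gamma fused to Gal4 and luciferase under UAS control; luminescence is read after 20 hr of 700 uM copper sulfate induction at ambient temperature.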
uPA surface inh: cell surface uPA generation inhibition; AID 540303; 330,000 compounds, 0.31% hits; cell surface uPA generation assay, qHTS; Potency, µM (top dose mostly 38.3 µM), without a hit: top-dose activity change, negative = inhibition, hits mostly inhibitors; active = well fitted inhibition curve with a large enough effect; inconclusive = small, poorly fitted or top-dose-only effect; inactive = no such curve, though single readings can be large or run the other way; tested in mouse RAW 264.7 cells; note: potency is the fitted concentration of half-maximal effect; % is set by controls: 0 for no effect and ±100 for the full control effect; nearly all actives have a fitted effect of over 55% in size
Giardia kill: kills Giardia lamblia. Giardia lamblia trophozoite viability. activity change, % at 7.66 µM, hits read low. 340,000 compounds, 0.15% hits; in the data active = activity change below about -80%; inconclusive = between about -30% and that limit;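 note: parasites exposed to compound for two days anaerobically before the ATP read; % is set by controls: 0 for no effect and ±100 for the full control effect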
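Compounds were tested on trophozoites seeded at 100 cells/well and held 48 hrs at 37 deg C anaerobically. An ATP-based luminescent kit measured the remaining live cells.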
FLuc modulator: counter-screen for miR-21 project: firefly luciferase inhibitors or activators; purified FLuc, Km substrates, luminescence inhibition; P08659; 360,000 compounds, 6.9% hits; Potency, µM (series often up to 57.5 µM), without a hit: at the highest dose activity change, negative = inhibition, actives largely listed as inhibitors;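 note: potency is the fitted concentration of half-maximal effect; plate controls were vehicle for no effect and reference inhibitor for full effect; nearly all actives have a fitted effect of over 55% in size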
Target sequence (P08659 whole entry, looked up): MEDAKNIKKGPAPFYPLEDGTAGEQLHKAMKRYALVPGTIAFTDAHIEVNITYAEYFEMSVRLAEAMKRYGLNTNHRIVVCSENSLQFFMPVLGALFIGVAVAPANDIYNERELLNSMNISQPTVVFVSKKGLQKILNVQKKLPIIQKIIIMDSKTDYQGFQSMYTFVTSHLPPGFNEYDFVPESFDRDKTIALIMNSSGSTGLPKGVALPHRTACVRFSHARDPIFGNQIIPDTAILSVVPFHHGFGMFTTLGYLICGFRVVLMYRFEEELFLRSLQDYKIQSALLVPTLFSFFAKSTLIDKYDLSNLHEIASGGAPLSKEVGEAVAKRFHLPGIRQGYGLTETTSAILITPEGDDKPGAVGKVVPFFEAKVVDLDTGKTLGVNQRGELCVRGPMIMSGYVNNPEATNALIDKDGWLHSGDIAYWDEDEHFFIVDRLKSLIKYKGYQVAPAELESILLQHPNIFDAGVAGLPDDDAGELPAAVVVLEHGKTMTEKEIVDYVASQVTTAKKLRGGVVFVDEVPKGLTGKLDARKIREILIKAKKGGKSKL
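Purified P. pyralis luciferase, 10 nM final, with Km-level 10 uM D-luciferin and 10 uM ATP in 50 mM Tris acetate pH 7.5, 10 mM Mg acetate, 0.01% Tween-20, 0.05% BSA; 6-point qHTS titration about 60 µM downward; luminescence read.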
Gal4-VP16 FLuc: inhibits Gal4-VP16 luciferase reporter, ROR gamma counter-screen | Drosophila S2 Gal4-VP16 UAS-luciferase, luminescence, 20 h | 310,000 compounds, 3.5% hits | Potency, µM (titrated, usually from 53.6 µM), without a hit: at the top dose activity, negative = inhibition, actives largely listed as inhibitors | AID 2546;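 note: Gal4-VP16 expression switched on by copper sulfate through the metallothionein promoter; potency is the fitted concentration of half-maximal effect; % is set by controls: 0 for no effect and ±100 for the full control effect; nearly all actives have a fitted effect of over 50% in size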
Tb PFK block: blocks T. brucei phosphofructokinase. O15648. T. brucei PFK, ADP-Glo luminescence. Potency, µM (titrated, usually from 57.5 µM), for the others: at the highest dose activity, negative = inhibition, actives largely listed as inhibitors. 330,000 compounds, 0.17% hits. AID 485367;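 note: potency is the fitted concentration of half-maximal effect; 0% = uninhibited 1x PFK enzyme wells and -100% = no-enzyme wells; nearly all actives have a fitted effect of over 60% in size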
Target sequence (O15648 whole entry, looked up): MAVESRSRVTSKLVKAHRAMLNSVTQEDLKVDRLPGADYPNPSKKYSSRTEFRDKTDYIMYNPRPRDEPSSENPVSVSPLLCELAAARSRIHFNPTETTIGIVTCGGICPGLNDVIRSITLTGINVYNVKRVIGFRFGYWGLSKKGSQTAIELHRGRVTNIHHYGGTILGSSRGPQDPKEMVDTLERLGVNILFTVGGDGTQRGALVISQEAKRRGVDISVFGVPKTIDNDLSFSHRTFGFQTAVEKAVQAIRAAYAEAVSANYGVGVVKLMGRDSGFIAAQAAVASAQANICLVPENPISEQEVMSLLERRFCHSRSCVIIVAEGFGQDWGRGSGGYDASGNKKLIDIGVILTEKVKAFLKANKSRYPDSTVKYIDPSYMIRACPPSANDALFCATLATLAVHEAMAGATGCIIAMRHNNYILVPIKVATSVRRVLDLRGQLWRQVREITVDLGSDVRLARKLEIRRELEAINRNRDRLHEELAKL
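Luminescent ADP detection (ADP-Glo, two-step: ATP depletion then ADP-to-ATP conversion for luciferase) reported PFK activity after 45 min room-temperature reaction of 1.25 nM enzyme with 0.5 mM F6P and 0.1 mM ATP at pH 8.0.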
* hit, by the source's call; ? = inconclusive; · = no result given; [ ] = another dose, or the depositor's remark. Unless noted, calls come from the whole dose curve; as a rule, active = well fitted curve in the direction sought with a large enough effect; inconclusive = small, poorly fitted or top-dose-only effect, or another doubt; inactive = no such curve, though single readings can be large; an effect the other way counts as inactive or inconclusive.

SMILES | KCNH2 3.1 block | NPC1 prom act | FBPA coupling cs | Rab9 prom act | ELG1 genotox | RORgamma inh | uPA surface inh | Giardia kill | FLuc modulator | Gal4-VP16 FLuc | Tb PFK block
COc1ccccc1CCNS(=O)(=O)c1cc2c3c(c1)C(C)C(=O)N3CCC2 (stereo not given) | -7 | -5% | · | -10% | -3% | 14% | -8% | 18 | 0% | 1% | -3%
COc1ccc(CN(CC(O)COCc2ccccc2)S(=O)(=O)c2ccccc2Br)cc1OC (stereo not given) | -10 | · | · | · | -3% | · | -29% | -23 | · | · | 1%
CCCCc1noc2c1/C(=N\O)CC(c1ccccc1)C2 (stereo not given) | -8 | ? | 0 | ? | 24% | ? | 10% | -6 | -5% | -2%[0.365 µM] | -6%
CC1(C)Cc2nc(NC3CCCCC3)c(C#N)cc2CO1 | 0 | -1% | 1 | -1% | -6% | -5% | 1% | -12 | -2% | 9% | -1%
N#Cc1c(Sc2ncc(C(F)(F)F)cc2Cl)nsc1C/C=N\OCc1ccccc1Br | 7 | 0% | -22 | 5% | 1% | 28% | 3% | 14 | 6% | -27% | 1%
CCOc1ccc(N(CC(=O)NC2CC2)S(=O)(=O)c2ccc(C)cc2)cc1 | -17 | 0% | -5 | -3% | -9% | -23% | 4% | 19 | 2% | 6% | -2%
O=C1CC(c2ccccc2)CC(=O)N1c1ccc(C(F)(F)F)cc1 | -7 | -2% | · | 0% | 2% | · | 9% | -2 | 0% | · | -4%
COc1ccc(NS(=O)(=O)c2cccc(NC(=O)CCS(=O)(=O)c3ccccc3)c2)cc1 | 9 | -3% | -3 | -2% | -3% | ? | -2% | -9 | -1% | -9% | -1%
CN(C)S(=O)(=O)c1cccc(NC(=S)N/N=C/c2ccc(O)c(O)c2O)c1 | -1 | -4% | -56* | -4% | -17% | ? | -2% | 0 | 13µM* | -20% | ?
CC(=O)N1N=C(c2ccccc2)CC1c1ccccc1 (stereo not given) | -2 | -1% | 2 | 0% | 1% | -20% | -1% | 11 | 3% | 0% | 2%
CCOC(=O)c1cnc2c(C)c(Cl)ccc2c1N1CCN(CC)CC1 | 4 | 0% | -2 | 0% | -6% | -22% | 3% | 22 | 4% | -9% | 3%
COc1cc(C2C(C(=O)OC(C)C)=C(C)Nc3[nH]c(=O)[nH]c(=O)c32)ccc1O (stereo not given) | -10 | 7% | -2 | 1% | -4% | -14% | 10% | -3 | 4% | 1% | -1%
O=C(CSc1nnc(-c2cccs2)o1)N1CCCc2ccccc21 | 6 | 1% | -4 | 13% | 1% | 38% | 5% | 3 | ? | 21% | -6%
O=C(NCc1ccco1)C(=O)NCC1OCCN1S(=O)(=O)c1ccc(F)cc1 (stereo not given) | 2 | 2% | 0 | -7% | -4% | 37% | -1% | 4 | -1% | -13% | 1%
CC(=O)c1cccc(S(=O)(=O)N2CCCC(c3nc4c(nnn4Cc4ccccc4Cl)c(=O)[nH]3)C2)c1 (stereo not given) | -29 | -3% | 1 | 0% | 5% | 15% | -9% | -15 | 4% | 1% | 4%
COc1ccc(C2CC(C(F)(F)F)n3nc(C(=O)Nc4ccc5c(c4)OCO5)cc3N2)cc1 (stereo not given) | -22 | 0% | 2 | 0% | 1% | 17% | 9% | 2 | -17% | 1% | 4%
CCc1ccc(C(=O)NC(=S)Nc2ccc(N3CCOCC3)cc2)cc1 | -15 | -1% | -4 | 10% | -3% | 5µM* | ? | -3 | -7% | 18µM* | 6%
O=C(N=Nc1c(O)[nH]c2ccc([N+](=O)[O-])cc12)c1cc(-c2ccccc2Cl)nc2ccccc12 | -7 | -3% | -11 | -4% | -1% | 29% | ? | -1 | 4% | ? | -1%
Cc1cc(/C=C2/SC(=O)NC2=O)c(C)n1-c1ccc(N2CCOCC2)cc1 | -11 | 8% | -4 | -4% | -1% | 31% | 7% | 3 | -6% | -5% | 4%
Cc1ccc(S(=O)(=O)Oc2ccc(/C=N/NC(=O)c3c(Cl)cnn3C)cc2)cc1 | 3 | 1% | 2 | -1% | 1% | ? | -3% | 0 | 2% | -11% | 3%
CC(C)C(NC(=O)OCc1ccccc1)C(=O)N1CCOCCOCCOCC1 (stereo not given) | -5 | -4% | 0 | -2% | 25% | -9% | -6% | -13 | -3% | -10% | -5%
CCCCOc1ccc(C(=O)OCC(=O)Nc2cc(C)c(C)cc2[N+](=O)[O-])cc1 | -7 | -3% | -3 | -2% | 2% | -9% | 7% | 7 | 0% | -13% | -1%
C#CCOCCOCCOCCNc1nc(N2CCN(C(=O)C(Cc3ccc(O)cc3)n3cc(C(N)CC(C)C)nn3)CC2)nc(N2CCN(C(=O)C(Cc3cc4ccccc4[nH]3)n3cc(C(N)Cc4ccc(O)cc4)nn3)CC2)n1 (stereo not given) | · | 2% | 0 | -2% | 10% | 18% | · | · | -2% | -8% | -2%
CCOC(=O)C1CCN(CC(=O)N(CC(C)C)c2c(N)n(CC(C)C)c(=O)[nH]c2=O)CC1 | -14 | -1% | -2 | 9% | ? | -4% | -11% | -18 | -3% | 7% | -1%
CCCn1c(SCC(=O)N2c3ccccc3Sc3ccccc32)nc2c1c(=O)n(C)c(=O)n2C | 5 | -4% | 1 | 1% | -20% | -31% | 2% | 7 | 3% | 4% | 22%

In a second layout: two of the compounds above.
SMILES	KCNH2 3.1 block	NPC1 prom act	FBPA coupling cs	Rab9 prom act	ELG1 genotox	RORgamma inh	uPA surface inh	Giardia kill	FLuc modulator	Gal4-VP16 FLuc	Tb PFK block
O=C(N=Nc1c(O)[nH]c2ccc([N+](=O)[O-])cc12)c1cc(-c2ccccc2Cl)nc2ccccc12	-7	-3%	-11	-4%	-1%	29%	?	-1	4%	?	-1%
Cc1cc(/C=C2/SC(=O)NC2=O)c(C)n1-c1ccc(N2CCOCC2)cc1	-11	8%	-4	-4%	-1%	31%	7%	3	-6%	-5%	4%

The listing continues.
SMILES | KCNH2 3.1 block | NPC1 prom act | FBPA coupling cs | Rab9 prom act | ELG1 genotox | RORgamma inh | uPA surface inh | Giardia kill | FLuc modulator | Gal4-VP16 FLuc | Tb PFK block
COc1cc(OC)cc(C(=O)NNC(=O)c2cc(S(=O)(=O)N3CCOCC3)ccc2F)c1 | 10 | -6% | · | -8% | 4% | · | -11% | 29 | 5% | · | 1%
COc1ccc(Nc2nc(OC)nc(OC)n2)cc1 | -13 | -5% | 0 | 11% | 11% | 32% | ? | 13 | -6% | -8% | -2%
CCOc1cc(C(=O)OCC(=O)NC(C)c2ccccc2)ccc1OCC(=O)N1CCOCC1 (stereo not given) | 7 | -10% | 4 | -1% | 0% | -7% | 8% | 12 | 0% | -2% | -6%
CCC(C)(NC(=O)CNC(C)=O)C(=O)NC1CCCCC1 (stereo not given) | -2 | 0% | 5 | -9% | 2% | 7% | 7% | 6 | 1% | 4% | -8%
COc1ccc(-c2ccc(-c3noc(-c4ccccc4F)n3)c(OC)n2)cc1 | 10 | -1% | 1 | -1% | 0% | 21% | 7% | 7 | -4% | ? | -2%
N#CCSCC(=O)Nc1ccc(Br)cc1 | -30 | -2% | 1 | 0% | -5% | 25% | · | -1 | -2% | 1% | 1%
CC(C)(C)NC(=O)C(c1ccc(-c2ccccc2)cc1)N(C[C@H]1CC[C@@H]([C@@H]2CC[C@H](CO)O2)O1)C(=O)c1ccc2ccccc2c1 (stereo not given in full) | -5 | · | · | · | -2% | · | ? | ? | · | · | 11%
O=c1nc2n(c3cc(Cl)c(S(=O)(=O)N4CCOCC4)cc13)CCCCC2 | 2 | 1% | 0 | 3% | 4% | 6% | 3% | -11 | 1% | -1% | -1%
CCc1ccc(/C=C(\C#N)C(=O)NC2CCS(=O)(=O)C2)cc1 (stereo not given) | 14 | · | · | · | -1% | · | -7% | 45[activator] | · | · | -1%
CSc1nsc(SC)c1C(=O)Nc1ccc(C)cc1 | -4 | -9% | · | -13% | 0% | 32% | -7% | -1 | ? | -14% | 1%

Record cards (already shown):
CCOc1cc(C(=O)OCC(=O)NC(C)c2ccccc2)ccc1OCC(=O)N1CCOCC1 (stereo not given) in the list: KCNH2 3.1 block = 7; NPC1 prom act = -10%; FBPA coupling cs = 4; Rab9 prom act = -1%; ELG1 genotox = 0%; RORgamma inh = -7%; uPA surface inh = 8%; Giardia kill = 12; FLuc modulator = 0%; Gal4-VP16 FLuc = -2%; Tb PFK block = -6%
O=C1CC(c2ccccc2)CC(=O)N1c1ccc(C(F)(F)F)cc1 in the list: KCNH2 3.1 block = -7; NPC1 prom act = -2%; FBPA coupling cs = ·; Rab9 prom act = 0%; ELG1 genotox = 2%; RORgamma inh = ·; uPA surface inh = 9%; Giardia kill = -2; FLuc modulator = 0%; Gal4-VP16 FLuc = ·; Tb PFK block = -4%
